FBPA coupling cs = qHTS Assay for Inhibitors of Fructose-1,6-bisphosphate Aldolase from Giardia Lamblia: Coupling assay counterscreen; coupling enzyme system counterscreen, AmpLite Red fluorescence; activity change, negative = inhibition, % at 58.2 µM, hits read low; actives 0.67% (n = 290,000); in the data active = activity change below about -30%
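Compounds tested against the coupling enzymes alone at 57.5 uM final; readout was AmpLite Red fluorescence (525/598 nm) after 20 min at RT.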
* marks the source's active call; other numbers are inactive results; & = joins results of further samples. % is scaled to controls: 0 for no effect and ±100 for the full control effect.

Screening COc1cc2c(cc1O)C[C@H]1c3c(cc(OC)c(O)c3-2)CCN1C returned FBPA coupling cs -12.
For CC[C@@]1(O)C(=O)OCc2c1cc1n(c2=O)Cc2cc3c(O)cccc3nc2-1 the results were FBPA coupling cs -2.
For O=C(O)CCC1NCC2CC1CN1CCCCC21 (stereo not drawn) the results were FBPA coupling cs 1.
Screening CC1O[C@@H](OC2CC(O)[C@@]3(CO)C4C(O)C[C@@]5(C)C(C6=CC(=O)OC6)CC[C@]5(O)C4CC[C@]3(O)C2)C(O)C(O)C1O (stereo partly drawn) returned FBPA coupling cs 4.
`c1ccc(N2CCC3(CCNCC3)CC2)cc1` gave FBPA coupling cs 0.
For O=C(c1cnccn1)N1CCC2(CC1)CN(Cc1ccncc1)C2 the results were FBPA coupling cs 3.
CC1=CC(=O)C2=C(C)C[C@H](O)[C@H]3[C@H](C)C(=O)O[C@@H]3C12 (stereo partly drawn) was read as FBPA coupling cs 1.
COC(=O)[C@H]1C(=O)c2ccccc2O[C@@](C(=O)OC)(c2ccccc2)[C@@H]1c1ccccc1 was read as FBPA coupling cs 1.
C/C(=C\[C@@H](N)C(=O)O)CP(=O)(O)O was read as FBPA coupling cs -1.
COP(=O)(OC)[C@@H](O)C(Cl)(Cl)Cl was read as FBPA coupling cs 2.
Screening COC1=CC2C3Cc4ccc(OC)c(O)c4[C@]2(CCN3C)CC1=O (stereo partly drawn) returned FBPA coupling cs 0.
CC1CC(Cl)CCC1C(=O)OC(C)(C)C (stereo not drawn) was read as FBPA coupling cs 2.
Screening CCOC(=O)c1ncn2c1CN(C)C(=O)c1cc(N=[N+]=[N-])ccc1-2 returned FBPA coupling cs -4.
CCOC(=O)CCN(SN(C)C(=O)Oc1cccc2c1OC(C)(C)C2)C(C)C was read as FBPA coupling cs -2.
For CN1CC[C@@]2(CCCN(C(=O)c3ccncc3)C2)C1 the results were FBPA coupling cs -1.
`ClC1=C(Cl)C2(Cl)C3C4C=CC(C4)C3C1(Cl)C2(Cl)Cl` (stereo not drawn) gave FBPA coupling cs -1.
`C/C=C1/C[C@@H](C)[C@@](C)(O)C(=O)OCC2=CCN3CC[C@@H](OC1=O)[C@@H]23` gave FBPA coupling cs 2.
Screening C/C=C1\C[C@H](C)[C@@](O)(CO)C(=O)OCC2=CCN3CC[C@@H](OC1=O)[C@@H]23 returned FBPA coupling cs 0.
Screening C=C(C)[C@@]12OC3(c4ccccc4)O[C@@H]1[C@@H]1[C@@H]4O[C@]4(CO)[C@@H](O)[C@]4(O)C(=O)C(C)=C[C@H]4[C@@]1(O3)[C@H](C)[C@H]2OC(=O)/C=C/C=C/c1ccccc1 returned FBPA coupling cs -7.
For NC[C@@H](CC(=O)O)c1ccc(Cl)cc1 the results were FBPA coupling cs 1&-1.

Overlap with the part before: two entries, then new ones.
Screening C=C(C)[C@@]12OC3(c4ccccc4)O[C@@H]1[C@@H]1[C@@H]4O[C@]4(CO)[C@@H](O)[C@]4(O)C(=O)C(C)=C[C@H]4[C@@]1(O3)[C@H](C)[C@H]2OC(=O)/C=C/C=C/c1ccccc1 returned FBPA coupling cs -7.
For NC[C@@H](CC(=O)O)c1ccc(Cl)cc1 the results were FBPA coupling cs 1&-1.
`C=C1C2C[C@]3(C4CC5[C@@]6(C)CC[C@H](O)[C@@]5(C3CC2=O)C4[N+]([O-])(CC)C6)[C@@H]1O` (stereo partly drawn) gave FBPA coupling cs 5.
Screening C#Cc1cccc2c1c(C(=O)c1ccc(Cn3c(C)nc4cnccc43)c(F)c1)cn2C(=O)N(C)C returned FBPA coupling cs 1.
Screening Oc1cc2c(cc1O)[C@H]1c3ccccc3CN[C@H]1CC2 returned FBPA coupling cs -7.
For C=C[C@H]1CN2CCC1C[C@@H]2C(O)c1ccnc2ccccc12 (stereo partly drawn) the results were FBPA coupling cs 2.
For c1csc(CN2CCC3(CCNCC3)CC2)n1 the results were FBPA coupling cs 1.
`COC1C(O)C(OC2CC[C@]3(C=O)C4C(OC(C)=O)C[C@@]5(C)C(C6=CC(=O)OC6)CC[C@]5(O)C4CC[C@]3(O)C2)OC(C)C1OC(C)=O` (stereo partly drawn) gave FBPA coupling cs 1.
CC/C=C\C/C=C\C/C=C\C/C=C\C/C=C\CCCC(=O)NCCO was read as FBPA coupling cs 0.
Screening C[C@@H](NC(=O)[C@@H](N)Cc1ccc(O)cc1)C(=O)NCC(=O)N(C)[C@@H](Cc1ccccc1)C(=O)NCCO returned FBPA coupling cs 3.
Screening CC1(C)C(O)CC(O)[C@]2(C)C1CC(O)[C@]1(C)C2CC[C@@]2(C)C(c3ccoc3)OC(=O)C3O[C@]312 (stereo partly drawn) returned FBPA coupling cs 0.
Cc1occc1C(=O)Nc1ccccc1 was read as FBPA coupling cs -2.
For Ic1c(C2=CCCCC2)[se]c2ccccc12 the results were FBPA coupling cs 0.
Screening CCCCCCCCCCCCCCC[C@@H](O)[C@@H](N)COP(=O)(O)O returned FBPA coupling cs 2.
CSC(=S)NCc1c[nH]c2ccccc12 was read as FBPA coupling cs -3&3.
C[C@H]1O[C@H](O[C@H]2[C@H](O)[C@@H](O)[C@@H](O)[C@H](O)[C@@H]2O)[C@@H](N)C[C@@H]1NC(=N)C(=O)O was read as FBPA coupling cs -9.
`CN(C)[C@@H]1C(=O)C(C(N)=O)=C(O)[C@]2(O)C(=O)C3=C(O)c4c(O)cccc4[C@@](C)(O)[C@H]3[C@H](O)[C@@H]12` gave FBPA coupling cs -7.
`CC(C)CN1CCCC2(CCN(C(=O)Oc3ccccc3)CC2)C1` gave FBPA coupling cs -1.
For CC1C(=O)OC2CCN3CC=C(COC(=O)[C@](C)(O)[C@]1(C)O)C23 (stereo partly drawn) the results were FBPA coupling cs 2.
`CC[C@H](C)[C@H](NC(=O)[C@H](CCCN=C(N)N)NC(=O)[C@H](CCCN=C(N)N)NC(=O)[C@H](CC(C)C)NC(=O)[C@H](Cc1ccccc1)NC(=O)CNC(=O)CNC(=O)[C@@H](N)Cc1ccc(O)cc1)C(=O)N[C@@H](CCCN=C(N)N)C(=O)N1CCC[C@H]1C(=O)N[C@@H](CCCCN)C(=O)N[C@@H](CC(C)C)C(=O)N[C@@H](CCCCN)C(=O)O` gave FBPA coupling cs 3.
`ClCC1C(CCl)C2(Cl)C(Cl)=C(Cl)C1(Cl)C2(Cl)Cl` (stereo not drawn) gave FBPA coupling cs 2.
For COC(=O)C12C/C=C\Cc3ccccc3[C@@H]1CNC2=O (stereo partly drawn) the results were FBPA coupling cs 3.
CCOC(=O)c1ncc2[nH]c3ccc(OCc4ccccc4)cc3c2c1COC was read as FBPA coupling cs 0.
`CC(C)(O)C1C2OC(=O)C1[C@]1(O)CC3O[C@@]34C(=O)OC2[C@@]14C` (stereo partly drawn) gave FBPA coupling cs 3.
For CNNC the results were FBPA coupling cs -18.
Screening COC(=O)C[C@@](O)(CCC(C)(C)O)C(=O)O[C@@H]1C(OC)=C[C@]23CCCN2CCc2cc4c(cc2[C@@H]13)OCO4 returned FBPA coupling cs 2.
For C=C(C)C1CNC(C(=O)O)C1CC(=O)O (stereo not drawn) the results were FBPA coupling cs 4.
For COc1cc2c(cc1OC)-c1c(OC)c(OC)c(CO)c3c1C(C2)N(C)CC3 (stereo not drawn) the results were FBPA coupling cs -4.
`O=C1CCC[C@H]2[C@@H]3CCCN4CCC[C@H](CN12)[C@H]34` gave FBPA coupling cs 3.
For CCCSP(=S)(OCC)Oc1ccc(Cl)cc1Cl (stereo not drawn) the results were FBPA coupling cs -10.
For C[C@@H]1C[C@@H](O)[C@@]2(O)[C@]13CC(=O)OC[C@]2(C)[C@@](C)(O)C(=O)C3 the results were FBPA coupling cs 0.
Screening CCCN1CCO[C@@H]2c3cc(O)ccc3OC[C@@H]21 returned FBPA coupling cs 2.
`C1CC[C@H]([C@@]23C[C@H](C[C@H]4CCCN[C@H]42)[C@@H]2CCCCN2C3)NC1` gave FBPA coupling cs 0.
`CN1C[C@@H](C(=O)N[C@@]2(C)O[C@]3(O)C4CCCN4C(=O)[C@@H](Cc4ccccc4)N3C2=O)C=C2c3cccc4[nH]cc(c34)C[C@@H]21` (stereo partly drawn) gave FBPA coupling cs -32*.
`C=CCN1C[C@H](C)N([C@H](c2ccc(C(=O)N(CC)CC)cc2)c2cccc(O)c2)C[C@H]1C` gave FBPA coupling cs 0.
`C[C@]12CCC3C(CC[C@]4(O)CC(O)CC[C@@]34C=O)[C@]1(O)CCC2C1=CC(=O)OC1` (stereo partly drawn) gave FBPA coupling cs 5.
Screening CCCCC[C@@H](/C=C/C=C\C/C=C\C/C=C\CCCC(=O)O)OO returned FBPA coupling cs 0.
Nc1c([N+](=O)[O-])ccc(Oc2ccccc2)c1Cl was read as FBPA coupling cs -7.
C[C@H]1C(=O)O[C@H]2CCN3CC=C(COC(=O)[C@](C)(O)[C@@]1(C)O)C23 (stereo partly drawn) was read as FBPA coupling cs 5.
CCCCC/C=C\C/C=C\C/C=C\C/C=C\CCCC(=O)NC1CC1 was read as FBPA coupling cs 0.
Cc1ccc(NC(=O)N(C)C)cc1Cl was read as FBPA coupling cs 0.
`O=C(O)c1cc([N+](=O)[O-])cc([N+](=O)[O-])c1O` gave FBPA coupling cs 1.
`O=C1CS[C@@H](c2ccccc2Cl)c2cc(Cl)ccc2N1` gave FBPA coupling cs -3.
For Nc1nccc(-c2c(-c3ccc(F)cc3)ncn2C2CCNCC2)n1 the results were FBPA coupling cs -3.
`COc1cc(CC(=O)OCC2=C[C@H]3[C@@H]4C(C)(C)[C@]4(OC(C)=O)[C@H](OC(=O)Cc4ccccc4)[C@@H](C)[C@]3(O)[C@@H]3C=C(C)C(=O)[C@@]3(O)C2)ccc1O` gave FBPA coupling cs -5.
For Cc1cc(OC(=O)N(C)C)nn1C(=O)N(C)C the results were FBPA coupling cs -1.
`N#CC(C#N)=NNc1cccc(Cl)c1` gave FBPA coupling cs 19.
For CC1=C2CC3C(CC=C4C[C@@H](O)CC[C@@]43C)[C@@H]2CC[C@]12O[C@@H]1C[C@H](C)CN[C@H]1[C@H]2C (stereo partly drawn) the results were FBPA coupling cs -1.
`CC1(C)S[C@H]2[C@@H](N)C(=O)N2[C@H]1C(=O)O` gave FBPA coupling cs 0.
`CCN1C[C@@]2(COC(=O)c3ccccc3N3C(=O)CC(C)C3=O)CC[C@H](OC)[C@]34C5C[C@@H]6[C@@H](OC)C[C@@](O)(C5[C@H]6OC)[C@@](O)(C13)[C@@H](OC)C24` (stereo partly drawn) gave FBPA coupling cs 1.
For CN1CCN(C(=O)O[C@@H]2c3nccnc3C(=O)N2c2ccc(Cl)cn2)CC1 the results were FBPA coupling cs 0.
Screening O=C1C=CC(=O)c2c(O)cccc21 returned FBPA coupling cs -26&-20.
For CC(=O)OC1CC(OC(C)=O)[C@]2(C)C(CC(OC(C)=O)[C@]3(C)C2CC[C@@]2(C)C(c4ccoc4)C[C@H]4O[C@]432)C1(C)C (stereo partly drawn) the results were FBPA coupling cs 0.
For CNC(C)C1CC[C@H](N)[C@@H](OC2C(N)C[C@H](N)[C@@H](OC3OC[C@](C)(O)C(NC)[C@H]3O)C2O)O1 (stereo partly drawn) the results were FBPA coupling cs 1.
O[C@@H]1[C@@H]2O[P@@](O)(=S)OC[C@H]2O[C@H]1n1cnc2cc(Cl)c(Cl)cc21 was read as FBPA coupling cs 12.
Screening COc1ccc(CNC(=O)/C=C\c2ccc3[nH]cc(CCN(C)C)c3c2)cc1 returned FBPA coupling cs -1.
Screening CC(=O)C(O)C(c1ccccc1)c1c(O)c2ccccc2oc1=O (stereo not drawn) returned FBPA coupling cs 0.
Screening COc1cc2c(cc1OC)[C@@H]1C(=O)c3ccc4c(c3OC1CO2)CC(C(C)C)O4 (stereo partly drawn) returned FBPA coupling cs 0.
Screening COC(=O)[C@@]1(Cc2ccccc2)[C@H]2c3cc(C(=O)N(C)C)[nH]c3C[C@H]2CN1C(=O)c1ccccc1 returned FBPA coupling cs -1.
`CCCCC1(C2CCCC2)Cc2cc(OCCCC(=O)O)c(Cl)c(Cl)c2C1=O` (stereo not drawn) gave FBPA coupling cs 10&0.
Screening CC(Cc1ccc(C(C)(C)C)cc1)CN1CCCCC1 (stereo not drawn) returned FBPA coupling cs 1.
`CN[C@@H]1C[C@H]2O[C@@](C)([C@@H]1OC)n1c3ccccc3c3c4c(c5c6ccccc6n2c5c31)C(=O)NC4` gave FBPA coupling cs -2.
For CNC(=S)S the results were FBPA coupling cs 3.
`CC(=O)OC1C2C(OC(=O)Cc3ccccc3)C(C)CC2(OC(C)=O)C(=O)/C(C)=C/C2C(CC[C@@]13CO3)C2(C)C` (stereo partly drawn) gave FBPA coupling cs 3.

Among those listed so far, 13 contain a Cl atom:
COP(=O)(OC)[C@@H](O)C(Cl)(Cl)Cl was read as FBPA coupling cs 2.
CC1CC(Cl)CCC1C(=O)OC(C)(C)C (stereo not drawn) was read as FBPA coupling cs 2.
`ClC1=C(Cl)C2(Cl)C3C4C=CC(C4)C3C1(Cl)C2(Cl)Cl` (stereo not drawn) gave FBPA coupling cs -1.
For NC[C@@H](CC(=O)O)c1ccc(Cl)cc1 the results were FBPA coupling cs 1&-1.
`ClCC1C(CCl)C2(Cl)C(Cl)=C(Cl)C1(Cl)C2(Cl)Cl` (stereo not drawn) gave FBPA coupling cs 2.
For CCCSP(=S)(OCC)Oc1ccc(Cl)cc1Cl (stereo not drawn) the results were FBPA coupling cs -10.
Nc1c([N+](=O)[O-])ccc(Oc2ccccc2)c1Cl was read as FBPA coupling cs -7.
Cc1ccc(NC(=O)N(C)C)cc1Cl was read as FBPA coupling cs 0.
`O=C1CS[C@@H](c2ccccc2Cl)c2cc(Cl)ccc2N1` gave FBPA coupling cs -3.
`N#CC(C#N)=NNc1cccc(Cl)c1` gave FBPA coupling cs 19.
For CN1CCN(C(=O)O[C@@H]2c3nccnc3C(=O)N2c2ccc(Cl)cn2)CC1 the results were FBPA coupling cs 0.
O[C@@H]1[C@@H]2O[P@@](O)(=S)OC[C@H]2O[C@H]1n1cnc2cc(Cl)c(Cl)cc21 was read as FBPA coupling cs 12.
`CCCCC1(C2CCCC2)Cc2cc(OCCCC(=O)O)c(Cl)c(Cl)c2C1=O` (stereo not drawn) gave FBPA coupling cs 10&0.

From PubChem

Some of the compounds tested; rates above refer to the full screens.
